# Screens: PubChem, several laboratories
# COUP-TFII inh: blocks human COUP-TFII nuclear receptor; HEK293T NGFI-A luciferase reporter, luminescence; inhibition, % at 8.6 µM; hit rate 0.7% among 370,000; AID 686940;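 active = inhibition above a per-plate cutoff, mean inhibition of test wells between control levels plus 3 SD, cut at about 38% in these data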;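 also: cells cotransfected with COUP-TFII expression vector driving the NGFI-A reporter; 0% = median of COUP-TF2 test wells and 100% = reporter-only cells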
# Target sequence (P24468 whole entry, looked up): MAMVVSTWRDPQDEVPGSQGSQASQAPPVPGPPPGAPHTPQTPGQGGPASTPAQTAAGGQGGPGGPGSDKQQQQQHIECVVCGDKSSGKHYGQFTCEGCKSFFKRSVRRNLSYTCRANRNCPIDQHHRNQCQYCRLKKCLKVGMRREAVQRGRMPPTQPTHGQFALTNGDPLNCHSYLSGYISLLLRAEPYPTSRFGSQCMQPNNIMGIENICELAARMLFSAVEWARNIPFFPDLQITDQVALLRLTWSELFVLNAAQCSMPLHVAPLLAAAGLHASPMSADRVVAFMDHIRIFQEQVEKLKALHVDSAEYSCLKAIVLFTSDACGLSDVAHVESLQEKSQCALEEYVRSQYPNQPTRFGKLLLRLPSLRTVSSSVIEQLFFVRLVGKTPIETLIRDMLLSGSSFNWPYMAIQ
# TLR9-MyD88 inh: blocks human TLR9 binding to MyD88. hit rate 0.21% among 340,000. inhibition, % at 4.98 µM. AID 504734. CHO BLA complementation TLR9-MyD88, CCF4 FRET ratio;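 active = inhibition above the mean over all tested compounds plus 3 SD, cut at about 21% in these data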;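 also: 0% = DMSO only wells and 100% = clavulanate BLA inhibitor control wells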
# C8 TRAIL sens: sensitizes caspase-8 expressing cells to TRAIL | inhibition (viability loss, TRAIL sensitization), % at 10 µM | NB7+C8 cells + TRAIL, ATPlite viability luminescence | hit rate 1% among 360,000 | AID 624354;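 active = compounds causing at least 50% loss of cell viability in the single-dose screen, relative to plate controls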
# Vif inh: HIV Vif inhibition; hit rate 0.35% among 340,000; HEK293T cells, Vif self-association by quenched fluorescence, imaging, 24 h; inhibition, % at 7.49 µM; in the data active = inhibition above about 50%, passing the limit was not always enough; also: some results filed as inactive read as strong as hits
# NOD2-RIPK2 inh: inhibitors of human NOD2-RIPK2 interaction; O43353; CHO BLA complementation NOD2-RIPK2, CCF4 ratio; inhibition, % at 4.98 µM; hit rate 0.38% among 360,000; AID 624267; in the data active = inhibition above about 21%;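 also: 0% = vehicle only and 100% = reference blocker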
# Target sequence (O43353 whole entry, looked up): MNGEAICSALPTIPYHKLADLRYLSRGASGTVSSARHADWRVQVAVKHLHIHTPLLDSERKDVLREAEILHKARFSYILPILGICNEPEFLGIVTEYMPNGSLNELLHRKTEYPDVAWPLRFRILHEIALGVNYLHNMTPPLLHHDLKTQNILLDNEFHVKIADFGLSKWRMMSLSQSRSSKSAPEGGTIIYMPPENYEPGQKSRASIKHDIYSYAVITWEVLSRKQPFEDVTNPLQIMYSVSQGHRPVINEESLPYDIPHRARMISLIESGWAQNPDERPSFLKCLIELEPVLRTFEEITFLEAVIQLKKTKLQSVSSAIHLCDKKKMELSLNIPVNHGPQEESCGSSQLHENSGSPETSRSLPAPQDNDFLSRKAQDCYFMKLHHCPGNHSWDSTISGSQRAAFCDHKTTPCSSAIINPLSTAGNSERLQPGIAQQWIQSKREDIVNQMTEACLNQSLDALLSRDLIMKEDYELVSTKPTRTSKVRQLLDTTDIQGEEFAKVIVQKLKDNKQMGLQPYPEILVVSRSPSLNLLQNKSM
# NCOA1 inh: inhibits human SRC1 coactivator | Q15788 | HEK293 GAL4-SRC1 luciferase reporter, luminescence | inhibition, % at 3.6 µM | hit rate 0.12% among 360,000;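 active = inhibition above the campaign mean plus 3 SD, with each screening campaign given its own cutoff, cut at about 60% in these data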;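 also: 0% = DMSO treated cells and 100% = gossypol at 36 µM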
# NR5A2 inv ag: NR5A2 inverse agonism in reporter assay; HEK293T StAR-luciferase reporter, LRH-1 transfected, 24 h; inhibition, % at 3.6 µM; hit rate 0.13% among 360,000; AID 602396;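 active = inhibition above the mean inhibition of all tested compounds plus 3 SD, cut at about 73% in these data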;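 also: 0% = DMSO wells and 100% = reporter-only cells lacking LRH-1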
# EBV LMP1 NFkB: inhibitors of Epstein-Barr LMP1-induced NF-kappaB reporter; LMP1-induced NF-kappaB luciferase reporter cells, luminescence; inhibition, % at 12.5 µM; hit rate 0.69% among 350,000; AID 504558; in the data active = inhibition above about 41%;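 also: 0% = neutral control wells and 100% = reference inhibitor control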
# SRC2 inh: inhibits human steroid receptor coactivator 2; Q15596; hit rate 0.17% among 370,000; AID 651957; inhibition, % at 9 µM; HEK293 GAL4-SRC2 luciferase reporter, luminescence;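 active = inhibition above the mean inhibition of all tested compounds plus 3 SD, set per campaign, cut at about 52% in these data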;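 also: 0% = DMSO treated cells and 100% = cells given Gossypol at 36 µM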
# TROY NFkB inh: inhibitors of TROY-dependent NF-kB signaling; Q293 LMP1-TROYcd NF-kB luciferase reporter, 4 h; inhibition, % at 10 µM; hit rate 0.98% among 360,000;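 active = compounds whose plate-normalised and pattern-corrected inhibition of the luciferase reporter signal at the single screening dose is 50% or more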
# NCOA3 inh: human NCOA3 inhibition. Q9Y6Q9. HEK293 GAL4-SRC3 luciferase reporter, luminescence. inhibition, % at 3.6 µM. hit rate 0.17% among 360,000. AID 588352;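 active = inhibition above a per-campaign cutoff, the mean of all compounds plus 3 SD, cut at about 60% in these data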;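 also: 0% = DMSO-treated cells and 100% = gossypol-treated cells at 36 µM; higher means less SRC3-driven luciferase light from the GAL4 reporter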
# Starred values were filed as active, the others as inactive; / = no result given. An excerpt (hit frequency here may not be typical).
SMILES,COUP-TFII inh,TLR9-MyD88 inh,C8 TRAIL sens,Vif inh,NOD2-RIPK2 inh,NCOA1 inh,NR5A2 inv ag,EBV LMP1 NFkB,SRC2 inh,TROY NFkB inh,NCOA3 inh
CCOc1ccc(NC(=O)C2CC(=O)N(c3ccccc3F)C2)cc1 (stereo unspecified),3.1,4.1,2.5,-1.7,-9.6,6.4,3.0,0.3,-15.0,-14.1,10.1
CC(C)NC(=O)CSc1nc2ccccc2n1-c1ccccc1,0.2,-12.9,-10.5,-3.2,-16.9,-23.0,-3.7,-7.3,-7.0,-6.4,-2.0
O=C(C1CCN(S(=O)(=O)c2cnc[nH]2)CC1)N1CCN(c2ncccn2)CC1,-4.2,-4.6,-4.8,5.0,11.5,-6.5,-16.5,3.1,-4.7,25.1,5.3
O=C(c1ccco1)N1CCN(C(=O)c2[nH]c(C(F)(F)F)nc2-c2ccccc2)CC1,-7.5,/,-4.1,-0.5,3.9,11.2,10.9,/,0.9,-0.3,-3.7
CC12CCC(=O)N1C(C(=O)NCCc1ccc(S(N)(=O)=O)cc1)CS2 (stereo unspecified),-14.5,-0.6,-5.4,0.8,-6.4,4.9,9.7,-0.3,6.1,0.0,5.7
COC(=O)c1cn(-c2ccccc2)nc1C(=O)OC,-13.4,2.3,-3.2,-4.1,-2.0,-7.9,-11.5,-3.8,-1.0,-10.0,7.4
O/N=C1/CC/C(=N\O)c2nn(-c3ccccc3)nc21,-6.0,9.8,16.0,-3.8,-6.4,-52.3,-53.3,-1.1,-65.2,-35.2,-54.6
O=C1N[C@@H](Cc2ccccc2)C(=O)N2CCCC12 (stereo partly specified),0.2,-1.9,-0.8,18.1,1.9,-5.7,14.8,-6.5,-20.5,-2.2,-2.2
CCC(=O)Nc1ccc(NC(=O)CCc2ccccc2)cn1,-21.8,0.4,-2.9,-4.7,4.5,-3.8,-5.8,3.2,-2.4,21.2,-1.7
Cc1noc(NS(=O)(=O)c2ccc(NC(=O)c3nn(-c4ccc(F)cc4)ccc3=O)cc2)c1C,6.7,0.9,-16.5,6.5,-3.3,-7.0,-21.9,8.7,-18.5,-2.7,16.8
COc1cccc(NC(=O)CSc2cccc[n+]2[O-])c1,1.6,-8.9,-1.3,11.6,-4.4,-5.7,-3.5,-3.5,-35.0,-7.1,-3.2
CCCCCCCCN1C(=O)[C@H](CC(=O)NCc2ccccc2)C[C@@]2(C(=O)OC)CC(C)(C)CC=C12,4.4,/,2.2,/,-1.1,/,30.4,/,2.4,/,/
CC12CCC(C(=O)N3CCCCC3)(CC1=O)C2(C)C (stereo unspecified),4.8,-5.3,1.3,5.7,6.3,2.5,9.5,-4.1,-10.5,8.5,13.1
CCc1cc2c3c(c(=O)oc2cc1OCC(=O)OC)CCCC3,12.8,7.8,-0.9,-1.2,11.5,-3.0,-8.1,3.2,3.9,7.6,4.4
CCOC(=O)c1ccccc1NC(=O)CSc1nnc(C)c(=O)[nH]1,4.2,1.2,-11.3,-4.2,-10.7,-14.8,-1.2,-3.8,-13.7,-8.4,-1.9
N#Cc1ccc(OCc2nnc3n2CCCCC3)cc1,14.7,12.7,-1.8,8.4,3.6,-3.2,7.6,1.3,-12.5,-12.2,2.5
Cc1cc(CNC(=O)C2CCC(=O)N(Cc3ccccc3F)C2)on1 (stereo unspecified),-2.1,1.1,-0.1,1.7,3.5,14.8,17.1,2.4,-1.9,-29.5,13.5
Cc1cn(C2CCCO2)c(=O)nc1N (stereo unspecified),12.4,-4.5,8.0,-5.5,-7.5,11.2,-6.7,-6.1,5.8,-0.7,2.9
Cn1cnnc1SCC(=O)Nc1sc2c(c1C(N)=O)CCC2,-3.0,-9.5,-5.1,/,-3.5,-2.8,-0.9,-4.4,15.7,7.6,3.4
O=C(NCCc1c[nH]c2ccccc12)C(=O)NCC(c1ccco1)N1CCN(c2ccccc2F)CC1 (stereo unspecified),/,-6.5,11.2,-1.5,-3.5,-10.9,-16.6,-2.7,/,25.1,1.3
O=C(Oc1cccc(C(=S)N2CCOCC2)c1)c1cccc([N+](=O)[O-])c1,-1.3,-0.1,-5.5,14.1,0.4,-13.6,12.0,-22.4,23.4,-2.8,13.8
CCOC(=O)c1cnn(-c2ncnc3c2oc2ccccc23)c1N,-15.6,-1.5,47.0,0.9,0.3,-42.5,-30.1,-8.6,-39.4,-38.8,-55.6
CCCCCC/C=C/c1ccc([C@H]2[C@H]3C=CC[C@@H](C)[C@@H]3C(=O)N2Cc2ccccc2)c(F)c1,12.6,-28.3,20.0,-4.0,7.2,-6.1,-16.8,9.2,-11.2,-12.7,8.3
Cc1ccc(C(=O)OCC(=O)N2CC(=O)Nc3ccccc32)s1,10.7,-0.7,-9.4,0.5,-7.0,1.6,-9.7,7.0,-21.9,-5.6,0.9
COC(=O)N(C)C[C@H]1OCc2cn(nn2)CCCC(=O)N([C@@H](C)CO)C[C@@H]1C,-8.2,/,22.6,23.8,-9.1,-5.2,5.2,/,-27.4,-3.2,13.9
O=C1NC[C@H](Cc2ccccc2)N(C[C@H]2CCCN2C[C@H](Cc2ccccc2)N2C[C@H](Cc3ccccc3)N(CCc3ccccc3)C(=O)C2=O)C1=O,-2.5,-4.2,12.3,/,-10.1,-16.0,17.0,0.8,-3.0,-5.0,-0.7
COc1ccccc1NS(=O)(=O)c1ccc(C)c(C(N)=O)c1,6.7,-1.1,-7.8,-3.2,-3.7,1.8,9.1,-2.2,11.2,2.2,24.4
C=C1C(=O)C23C(O)C1CCC2C12COC3(O)C(O)C1C(C)(C)CCC2O (stereo unspecified),12.7,/,9.0,-26.8,3.0,27.4,11.8,/,36.0,47.2,29.8
CCc1cccc2c(C#N)cn(CCOc3ccccc3OC)c12,10.4,-5.2,16.3,-7.6,-5.3,20.6,6.3,11.2,10.3,11.7,20.3
CCCNc1nc(Cl)nc(NC(C)(C)C)n1,-12.8,-21.2,-4.0,-9.8,-10.0,-28.8,0.5,4.8,-22.2,14.8,9.5
Cc1cc(/C=C(\C#N)C(=O)OCC(=O)N(C)c2c(N)n(Cc3ccccc3)c(=O)[nH]c2=O)c(C)n1CC(C)C,-7.3,1.0,6.7,3.3,-3.0,1.1,1.3,-6.6,-7.0,8.3,7.3
CCN=C1NN=C(c2ccc(C)cc2)CS1,-23.6,-3.0,6.8,/,-5.3,-83.4,-70.4,-9.8,-15.4,-34.7,-88.7
CC(=O)c1ccc(S(=O)(=O)Nc2ccc(-c3cn4c(n3)SCC4)cc2)cc1,9.8,-1.1,7.6,0.6,2.5,-0.4,14.1,-1.3,-3.1,11.3,11.8
CC(=O)N=c1ncn(CC(COC(C)=O)OC(C)=O)c2nc[nH]c12 (stereo unspecified),4.5,-0.5,-13.0,-2.0,7.1,-32.3,6.7,3.8,-3.6,8.5,16.5
CSc1nc(N)n2nc(-c3ccccc3)cc2n1,-64.9,/,25.5,-0.2,10.5,-114.3,-119.3,-21.7,-53.7,-91.4,-52.3
COc1ccc([C@H]2CC(=O)C=C(c3ccc(CNC(=O)OC(C)(C)C)cc3)C2)cc1,0.6,2.1,15.5,-10.1,-6.9,10.6,9.9,7.8,7.9,26.9,-6.0
O=C(c1ccoc1)N1CCCC(N2CCN(c3cccc(Cl)c3)CC2)C1 (stereo unspecified),16.9,-15.6,18.9,6.1,-7.3,-9.9,-13.6,-7.8,0.6,-8.8,-22.1
CCOC(=O)c1ccccc1NC(=O)CN1CCC(n2nnc3cc(C(F)(F)F)ccc32)CC1,-4.8,-0.1,-3.7,-4.3,-4.0,6.6,1.6,13.3,-48.7,1.9,3.1
COc1ccc(Cc2nc(-c3ccc(-n4cccc4)cc3)no2)cc1,5.2,-5.5,-14.3,-2.1,-6.5,-13.1,-11.3,4.5,-3.6,-23.7,-9.6
Cc1ccc(N/C=C/C(=O)C(C)(C)C)c(O)c1,/,11.7,-5.3,-2.9,-2.5,2.6,-20.4,6.0,/,2.1,-23.4
Cc1ccc(/C=C(\C#N)C(=O)N2CCCC2)c(C)c1,1.3,-6.8,6.7,0.2,2.8,0.3,-4.1,-2.4,-1.8,-76.9,6.2
CC(=O)Nc1ccc(-c2ccnc3c2CC(C(=O)Nc2ccc4c(c2)OCO4)O3)cc1 (stereo unspecified),-3.3,/,23.2,6.1,-8.3,-30.6,23.6,/,-59.3,15.8,-21.1
COc1ccc(Cl)cc1-c1cc(C(=O)NC2CCCCC2)[nH]n1,-3.5,/,0.7,-12.2,-13.0,-16.6,-42.4,/,-37.6,-17.4,-23.4
CSCCCNC(=O)c1ccc(OC2CCN(C(=O)c3cccnc3)CC2)cc1,-3.8,3.6,4.0,-3.3,-4.2,-1.7,-2.9,-7.3,22.2,-2.0,16.1
CC(C)(C)NS(=O)(=O)c1ccc(CCC(=O)O)cc1,10.3,8.4,-0.1,-2.0,-10.4,4.6,-8.7,-2.4,9.7,-23.1,0.0
CC(Oc1ccc(C(C)(C)C)cc1)C(=O)NCC(c1ccco1)N1CCCC1 (stereo unspecified),14.5,6.2,0.9,-2.7,-10.2,9.4,-9.0,0.9,10.0,-26.6,-12.2
COc1cccc(N(C(=O)c2sc(C)nc2C)C(C(=O)NCC2CCCO2)c2ccccc2)c1 (stereo unspecified),10.8,-0.6,-3.6,1.7,-8.0,3.7,3.1,-5.1,4.8,-12.5,3.7
CCn1c(SCc2ccc(C(=O)O)cc2)nnc1-c1ccc(Cl)cc1,18.5,4.1,3.9,1.7,-7.8,2.6,-18.2,29.1,8.2,-16.1,-8.5
CNC(=O)C1(C)CCN1C(=O)Cc1ccc(C(C)C)cc1 (stereo unspecified),18.8,/,-7.7,-2.3,-0.5,5.2,19.4,/,15.2,-3.5,2.8
CCN(CC)C(=O)CSc1nnc(CCN)o1,4.1,-9.0,-16.4,6.6,-10.5,-5.1,13.9,-8.8,-6.0,18.5,-15.3
CC(=O)Nc1ccc(S(=O)(=O)N2CCC(NC(=O)C(Cc3cccc(F)c3)NC(C)=O)CC2)cc1 (stereo unspecified),0.2,-5.7,-0.8,23.3,-2.5,-7.7,-11.3,1.5,-5.9,-17.5,0.4
CNC(=O)C1CCC(=O)N1Cc1ccccc1Cl (stereo unspecified),19.9,-1.2,-10.0,5.0,7.5,-2.2,21.6,-9.7,0.8,17.1,6.9
CCOc1ccc(NC(=O)C(=O)NCc2ccncc2)cc1,2.4,-14.7,3.6,2.1,-1.9,-11.0,6.2,-8.1,-5.0,-5.8,-14.5

# Among those listed so far, these contain a thiophene ring, fused or not:
SMILES,COUP-TFII inh,TLR9-MyD88 inh,C8 TRAIL sens,Vif inh,NOD2-RIPK2 inh,NCOA1 inh,NR5A2 inv ag,EBV LMP1 NFkB,SRC2 inh,TROY NFkB inh,NCOA3 inh
Cn1cnnc1SCC(=O)Nc1sc2c(c1C(N)=O)CCC2,-3.0,-9.5,-5.1,/,-3.5,-2.8,-0.9,-4.4,15.7,7.6,3.4
Cc1ccc(C(=O)OCC(=O)N2CC(=O)Nc3ccccc32)s1,10.7,-0.7,-9.4,0.5,-7.0,1.6,-9.7,7.0,-21.9,-5.6,0.9
